esBAF inh: SWI/SNF esBAF complex inhibition. mouse ES cells, Bmi1-luciferase knock-in reporter, 24 h; 100% = twice the neutral-well signal. reporter increase, % at 12.5 µM. 350,000 compounds, 2% hits; in the data active = activation above about 40%; inconclusive = no clear call, values can overlap the other calls;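 also: 0% = median of the plate's neutral control wells and 100% = double that signal; a rise in the Bmi1 reporter signal indicates esBAF inhibition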
ERp5 block: ERp5 (human) disulfide isomerase inhibition | ERp5 insulin aggregation, absorbance 650 nm, 90 min | inhibition, % at 9.99 µM | 350,000 compounds, 0.05% hits;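 active = mean replicate inhibition above about 25%, with every replicate also reaching it, limit read from the data, passing the limit was not always enough; inconclusive = only one of those two criteria met; inactive = neither criterion met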
Target sequence (Q15084 whole entry, looked up): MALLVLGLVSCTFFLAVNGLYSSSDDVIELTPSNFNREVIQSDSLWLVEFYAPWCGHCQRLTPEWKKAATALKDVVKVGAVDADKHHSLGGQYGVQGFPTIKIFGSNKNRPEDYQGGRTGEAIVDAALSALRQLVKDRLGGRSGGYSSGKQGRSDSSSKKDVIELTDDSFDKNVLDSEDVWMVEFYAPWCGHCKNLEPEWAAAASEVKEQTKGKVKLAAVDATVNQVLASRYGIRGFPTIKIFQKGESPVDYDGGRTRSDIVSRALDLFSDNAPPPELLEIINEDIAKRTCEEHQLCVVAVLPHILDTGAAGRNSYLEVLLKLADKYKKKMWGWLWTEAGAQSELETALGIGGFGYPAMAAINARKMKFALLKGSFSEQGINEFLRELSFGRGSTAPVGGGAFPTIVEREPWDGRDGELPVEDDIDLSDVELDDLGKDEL
E-selectin induc: E-selectin induction on HUVECs; P16581; HUVEC E-selectin immunofluorescence imaging; normalized: neutral wells 0, TNF-alpha wells 100; activation, % at 7.58 µM; 260,000 compounds, 0.37% hits;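 active = mean E-selectin-positive cell signal at least 10% of the positive control, reached in at least 60% of replicates, without over 20% cell loss; inconclusive = no rule given, readout overlaps actives, possibly toxicity-flagged; inactive = the rest, including those meeting only one limit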;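 also: in these data hits start at about 27%; measured in HUVEC primary endothelial cells; signal is the percent of cells scored E-selectin positive by PE staining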
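Read-out: % PE-positive cells | Test system: HUVEC | Doses: One compound dose added by pin transfer | Buffer or medium: EGM-2 over gelatin coat | Signal: Immunofluorescence imaging | Benchmarks: TNF-alpha, DMSO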
PglD DTNB: blocks C. jejuni PglD acetyltransferase activity; AID 602405; 360,000 compounds, 0.098% hits; purified PglD enzyme, DTNB colorimetric CoA detection; inhibition, % at 12.5 µM; in the data active = inhibition above about 16%, passing the limit was not always enough; inconclusive = no clear call, values can overlap the other calls; also: strong numbers were not always called active
RAD54 branch: inhibitors of human RAD54 branch migration; Q92698; RAD54 Holliday junction branch migration, FAM/BHQ fluorescence; inhibition, % at 10.4 µM; 360,000 compounds, 0.14% hits; AID 602329;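 active = mean normalized replicate activity at least 40 and at least half of replicates scoring 40 or more; inconclusive = only one of the two criteria met; inactive = mean below 40 and under half of replicates reaching 40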;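 also: 0% = median of neutral control wells and 100% = median of positive control wells; inhibitors cause a drop in the FAM fluorescence signal; in these data hits start at about 50%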
ARNT TACC3 PPI: ARNT/TACC3 interaction disruption; Q9Y6A5; AlphaScreen His-ARNT PAS-B/GST-TACC3 binding, luminescence; TACC3 fragment carries E629A point mutation; inhibition, % at 9.99 µM; 390,000 compounds, 0.66% hits; AID 623870;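 active = mean inhibition of replicates at least 50% and at least half of replicates each reaching 50%; inconclusive = half or more replicates reach 50% but mean below 50%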;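 also: 0% = complete ARNT plus TACC3 wells and 100% = ARNT alone without TACC3; many hits fall short of the cut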
Casp6 inh: inhibitors of human caspase-6 | inhibition, % at 12.5 µM | purified caspase-6, Z-VEID-R110 cleavage fluorescence | P55212 | AID 686996 | 350,000 compounds, 0.53% hits;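 active = mean inhibition across replicates at least about 35%, with every replicate also reaching that limit, limit read from the data; inconclusive = only one of the two criteria met; inactive = neither criterion met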;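 also: 0% = median of neutral control wells and 100% = no fluorescence left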
Target sequence (P55212 24-179 limits assumed): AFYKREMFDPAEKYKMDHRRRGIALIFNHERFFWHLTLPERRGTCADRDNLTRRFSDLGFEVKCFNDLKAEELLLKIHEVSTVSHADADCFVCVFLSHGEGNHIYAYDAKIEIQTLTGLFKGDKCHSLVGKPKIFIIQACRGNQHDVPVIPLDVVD
Target sequence (P55212 194-293 limits assumed): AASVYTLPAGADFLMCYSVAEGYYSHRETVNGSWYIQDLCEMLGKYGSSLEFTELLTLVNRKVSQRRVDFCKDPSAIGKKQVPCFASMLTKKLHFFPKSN
RAD52 anneal inh: inhibitors of human RAD52 DNA annealing; 360,000 compounds, 0.46% hits; P43351; recombinant RAD52 DNA annealing, FRET fluorescence; inhibition, % at 18.7 µM;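 active = every replicate showing at least 50% inhibition; inconclusive = mean inhibition at least 50% but not in every replicate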
* marks the source's active call; other numbers are inactive results; ? = inconclusive; / = not tested or not shown.

The first three compounds as a preview:
1	O=C(CSc1c[nH]c2ccccc12)NC1CCCC1
2	CCCC#Cc1cnc2c(c1)C(=O)N([C@H](C)CO)C[C@H](C)[C@@H](CN(C)Cc1ccccc1)O2
3	COc1ccc(OC)c(C(=O)CCCCC(=O)c2cc(OC)ccc2OC)c1
Screen / compound no.	1	2	3
esBAF inh	-5	3	/
ERp5 block	5	2	-3
E-selectin induc	0.2	0.0	3.5
PglD DTNB	3	-6	5
RAD54 branch	2	5	1
ARNT TACC3 PPI	6	-6	/
Casp6 inh	0	-2	-3
RAD52 anneal inh	-15	-1	3

All compounds of this part (from the top)
1	O=C(CSc1c[nH]c2ccccc12)NC1CCCC1
2	CCCC#Cc1cnc2c(c1)C(=O)N([C@H](C)CO)C[C@H](C)[C@@H](CN(C)Cc1ccccc1)O2
3	COc1ccc(OC)c(C(=O)CCCCC(=O)c2cc(OC)ccc2OC)c1
4	Cc1ccc(S(=O)(=O)N2CCCC2)cc1C(=O)NCC(C)(C)N1CCOCC1
5	Cc1cc(C)c(C)c(S(=O)(=O)N2CCC(C(=O)NCCCN3CCCC3=O)CC2)c1C
6	COc1ccc(-c2ccc(CN3C(CC(C)C)C(=O)N(Cc4cn(CC5CCCCC5)nn4)CCS3(=O)=O)cc2)cn1 (centres undefined)
7	C[C@@H]1CN([C@@H](C)CO)C(=O)c2cc(-c3cccc(F)c3)cnc2O[C@@H]1CN(C)Cc1ccccn1
8	Clc1ccc(-c2ncc3ccccn23)cc1
Screen / compound no.	1	2	3	4	5	6	7	8
esBAF inh	-5	3	/	4	-4	19	-8	/
ERp5 block	5	2	-3	3	-5	2	7	-2
E-selectin induc	0.2	0.0	3.5	/	-0.5	?	-0.2	-0.2
PglD DTNB	3	-6	5	/	4	0	4	/
RAD54 branch	2	5	1	8	2	-14	7	/
ARNT TACC3 PPI	6	-6	/	-2	/	/	11	0
Casp6 inh	0	-2	-3	1	0	-2	1	10
RAD52 anneal inh	-15	-1	3	-12	-3	-11	9	-17

9	CN(Cc1cnc2nc(N)nc(N)c2n1)c1ccc(C(=O)NC(CCC(=O)O)C(=O)O)cc1 (centres undefined)
10	O=C(Cc1ccc([N+](=O)[O-])cc1)N1N=C(C2CC2)CC1(O)C(F)(F)F (centres undefined)
11	Oc1ccc(/C=N/NC(=S)NC2CC3CCC2C3)cc1 (centres undefined)
12	Cc1ccc(C(=O)Nc2ccc(N3CCCC3)cc2)c(C)c1
13	C[C@H]1CN([C@@H](C)CO)C(=O)Cc2cc(NC(=O)Cc3cn(C)c4ccccc34)ccc2O[C@@H]1CN(C)C(=O)Nc1ccc(C(F)(F)F)cc1
14	CC=Cc1ccc2n(c1=O)C[C@@H]1[C@@H](CO)[C@H](C(=O)NCC(F)(F)F)[C@H]2N1C(C)=O (mixture of isomers)
15	CCC(=O)N1[C@@H]2Cn3c(ccc(-c4cccnc4)c3=O)[C@H]1[C@@H](C(=O)N1CCc3ccccc3C1)[C@@H]2CO
16	C[C@H]1CN([C@@H](C)CO)S(=O)(=O)c2ccc(C#Cc3ccc(F)cc3)cc2O[C@@H]1CN(C)S(=O)(=O)c1ccc(F)cc1
Screen / compound no.	9	10	11	12	13	14	15	16
esBAF inh	/	/	47*	/	1	-3	3	9
ERp5 block	9	-5	/	4	-10	1	-4	1
E-selectin induc	/	/	/	3.3	50*	0.1	-1.1	-0.1
PglD DTNB	/	/	0	/	0	1	2	-3
RAD54 branch	/	/	-10	/	-5	2	-1	2
ARNT TACC3 PPI	15*	1	/	8	-32	-22	-2	-3
Casp6 inh	27	-1	1	-4	-6	2	-1	0
RAD52 anneal inh	-47	-18	-3	5	-4	-1	-7	-1

17	O=C(Nc1nnc(C2=COCCO2)o1)c1ccc(S(=O)(=O)N2CCOCC2)cc1
18	O=C(Nc1ccc(F)cc1)C(c1ccccc1)N1CCN(C(=O)c2ccco2)CC1 (centres undefined)
19	O=C(COC(=O)Cc1ccccc1[N+](=O)[O-])Nc1nnc(-c2ccccc2)o1
20	COc1ccc(CNC(=O)CNS(=O)(=O)c2cccs2)cc1
21	CCOc1ccc(S(=O)(=O)c2c(C(=O)c3ccccc3)cnc3cc4c(cc23)OCCO4)cc1
22	NS(=O)(=O)c1cccc(NC(=O)COc2ccc([N+](=O)[O-])cc2)c1
23	CCOC(=O)c1cn2nc(Oc3ccc(NC(C)=O)cc3)ccc2n1
24	Clc1ccccc1Cc1noc(CN2CCN(Cc3ccccn3)CC2)n1
Screen / compound no.	17	18	19	20	21	22	23	24
esBAF inh	/	5	/	1	/	-5	14	-1
ERp5 block	-3	/	-2	1	0	-7	-2	3
E-selectin induc	/	/	0.1	/	0.4	/	0.2	/
PglD DTNB	/	2	/	0	/	/	/	8
RAD54 branch	/	-1	/	-6	/	/	/	-4
ARNT TACC3 PPI	32	3	14	0	1	8	-2	4
Casp6 inh	5	/	34	-1	2	0	0	-2
RAD52 anneal inh	-17	/	-5	-13	-14	-14	-7	-8

25	COCCCNc1nnc(Cc2ccccc2)c2ccccc12
26	C[C@H]1CN([C@@H](C)CO)C(=O)c2cc(NC(=O)c3ccncc3)ccc2O[C@@H]1CN(C)C(=O)Nc1ccc2c(c1)OCO2
27	O=S(=O)(CCc1nnc(-c2ccc(Br)cc2)o1)c1ccc(Cl)cc1
28	O=C(CC1CC1)N[C@H]1CC[C@@H](CCNS(=O)(=O)c2ccc(Cl)cc2)O[C@H]1CO
29	Oc1ccc(N2CCN(Cc3nc4ccccc4[nH]3)CC2)cc1
30	Cc1ccc(NC(=O)COC(=O)/C=C/c2cccc(Cl)c2)cc1S(=O)(=O)N1CCOCC1
31	CCCCn1nc(C(=O)N2CCc3ccccc32)c2ccccc2c1=O
32	N#Cc1c(N)nc(N2CCCC2)c(C#N)c1-c1ccc(Cl)cc1
Screen / compound no.	25	26	27	28	29	30	31	32
esBAF inh	-6	2	-8	-2	-1	/	4	-7
ERp5 block	4	3	/	3	4	-3	/	/
E-selectin induc	/	4.7	/	-0.5	/	-3.4	/	/
PglD DTNB	-10	2	-8	-1	0	/	5	-4
RAD54 branch	-14	-2	4	-7	5	/	-2	1
ARNT TACC3 PPI	-5	-4	-13	-7	/	0	8	-6
Casp6 inh	5	1	/	-2	6	-2	/	/
RAD52 anneal inh	-17	-10	/	-3	5	-6	/	/

33	CC1(OC(=O)c2cccs2)C(=O)C=C2C=C(C3CC3)OC=C2C1=O (centres undefined)
34	COC(=O)c1c(NC(=O)c2ccccc2)sc(Cc2ccccc2)c1C
35	CCN(CC)S(=O)(=O)c1ccc2c(c1)N(CC(=O)NCCN1CCOCC1)C(=O)CO2
36	Cc1c(C(=O)NNC(=O)Nc2ccc([N+](=O)[O-])cc2)oc2ccccc12
37	COc1ccc(N(CC(=O)Nc2ccc(C)c(C)c2)C2=NC3CS(=O)(=O)CC3S2)cc1 (centres undefined)
38	O=C(Nc1ccc2c(c1)OCCO2)c1cc(F)c(F)cc1Cl
39	CCOC(=O)Cc1csc(SCC(=O)NC2CCCCC2)n1
40	CC1(C)Cc2nc3sc4c(SCC(=O)O)ncnc4c3cc2CO1
Screen / compound no.	33	34	35	36	37	38	39	40
esBAF inh	3	-15	0	-11	1	15	/	-74
ERp5 block	4	/	28*	-8	-3	4	-1	-4
E-selectin induc	0.0	/	8.6	1.8	0.0	/	-0.1	/
PglD DTNB	-1	4	-3	8	3	-10	-13	/
RAD54 branch	-9	-6	-6	0	19	6	-8	/
ARNT TACC3 PPI	8	-2	-2	-1	1	-3	33	-5
Casp6 inh	21	/	0	-1	-1	0	2	19
RAD52 anneal inh	-76	/	-3	4	-6	-13	-11	-2

41	COC(=O)c1c2oc(c1C(=O)OC)C(=O)N(C)Cc1cn(nn1)C[C@@H](Cc1ccccc1)NC(=O)N[C@H](CO)CC2
42	Cc1ccc(-c2ccc(C3[C@H]4CNC[C@@H]3N4Cc3ccc(F)cc3)cc2)cc1 (some centres undefined)
43	COc1ccc(C(=O)N2CCN(c3ccccn3)CC2)cc1[N+](=O)[O-]
44	C[C@H](CO)N1C[C@H](C)[C@H](CN(C)Cc2ccc(-c3ccccc3)cc2)Oc2ccc(NC(=O)C3CCCCC3)cc2C1=O
45	COc1ccc(C(=O)NC(=S)Nc2ccc(Cl)c(C(=O)O)c2)cc1
46	Cc1ccc(S(=O)(=O)N2CC[C@@H]3[C@@H](CO)Nc4ccc(C#Cc5ccccc5F)cc4[C@@H]32)cc1
47	N#C/C(=C\c1ccccn1)c1ccccn1
48	CN1C(=O)c2cc(NC(=O)c3cccc(C(F)(F)F)c3)ccc2OC[C@@H]2O[C@H](CC(=O)O)CC[C@@H]21
Screen / compound no.	41	42	43	44	45	46	47	48
esBAF inh	/	/	/	-8	16	-3	18	-1
ERp5 block	-2	-2	0	2	2	4	-1	-5
E-selectin induc	/	0.1	/	0.1	/	0.0	/	0.0
PglD DTNB	-1	/	/	-3	5	4	2	2
RAD54 branch	-1	/	/	0	7	-11	-7	-6
ARNT TACC3 PPI	-3	/	-5	-5	-3	9	32	-2
Casp6 inh	-2	1	7	-1	6	/	1	3
RAD52 anneal inh	1	24	5	-11	-6	6	-9	-11

49	CCOc1cc2[nH]c(=O)n(Cc3ccc(C(=O)NCCCN4CCCC4=O)cc3)c(=O)c2cc1OCC
50	O=C(C[C@@H]1C[C@H]2c3cc(NS(=O)(=O)c4ccc(F)cc4)ccc3O[C@H]2[C@@H](CO)O1)NCc1cccc(F)c1
51	O=C(Cn1nnc(-c2ccc(Cl)cc2)n1)NC1CCS(=O)(=O)C1 (centres undefined)
52	CC(=O)Nc1ccc(S(=O)(=O)N2c3ccccc3NC(=O)CC2C)c(Cl)c1 (centres undefined)
53	CCOC(=O)C1=C(N)Oc2cc(O)ccc2C1c1cccc([N+](=O)[O-])c1 (centres undefined)
54	Cc1ccc(Oc2nc(-c3ccccn3)nc3ccccc23)cc1
55	CC(C)NC(=O)N1C[C@@H]2[C@H](c3ccccc31)[C@@H](CO)N2Cc1ccc(Cl)cc1
56	Cc1ccc(-c2nc(N)n(S(=O)(=O)c3ccc(C)cc3)n2)cc1
Screen / compound no.	49	50	51	52	53	54	55	56
esBAF inh	1	11	-4	/	-5	/	-2	/
ERp5 block	-1	-3	-10	-3	-3	-1	5	-4
E-selectin induc	1.2	-0.1	0.5	/	/	/	0.6	3.5
PglD DTNB	10	-1	4	-5	/	-1	0	/
RAD54 branch	-4	5	-11	-4	/	3	9	/
ARNT TACC3 PPI	9	6	-12	4	7	/	0	-3
Casp6 inh	0	-2	-13	6	2	1	5	-4
RAD52 anneal inh	-16	-1	-8	-7	-11	-13	-6	-7

57	Cc1noc(C)c1S(=O)(=O)Nc1ccc2c(c1)C(=O)N([C@H](C)CO)C[C@@H](C)[C@H](CN(C)S(=O)(=O)c1ccc(Cl)cc1)O2
58	O=C(C[C@@H]1C[C@@H]2c3cc(NC(=O)Nc4ccc(C(F)(F)F)cc4)ccc3O[C@@H]2[C@H](CO)O1)NCc1ccccn1
59	O=c1cc(CN2CCN(S(=O)(=O)c3cccc(Cl)c3)CC2)c2ccc(O)cc2o1
60	CCc1cc(=O)oc2c(C)c(OS(C)(=O)=O)ccc12
61	O=C(c1cccs1)c1cn(CC(=O)N2CCc3ccccc3C2)c2ccccc12
Screen / compound no.	57	58	59	60	61
esBAF inh	-5	-5	11	-8	-3
ERp5 block	-9	1	-1	/	/
E-selectin induc	0.1	0.1	/	/	/
PglD DTNB	5	1	-4	6	1
RAD54 branch	0	6	7	1	4
ARNT TACC3 PPI	-16	6	7	-5	-3
Casp6 inh	-2	-1	5	/	/
RAD52 anneal inh	-4	-6	-20	/	/
